# Screening results: PubChem BioAssay, School of Medicine, Boston University
# PL biosyn Enam: blocks phospholipid synthesis in CHO cells, Enamine compounds. ZR-82 CHO cells, pyrene fatty acid UV survival, CellTiter Blue; peroxisome-deficient CHO-K1 mutant line; plus DGAT-1, DGAT-2 and ACAT inhibitors. calls only at 10 µM. 0.4% of 20,000 active;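 active = cell survival signal 2 SD away from solvent-only control wells, confirmed on one or two retests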;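 note: 3 h compound exposure then viability read about one day after UV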
# Calls only; i = inactive; + = active, no number. Some of the compounds tested; rates above refer to the full screens.
compound	PL biosyn Enam
CCc1nc2sc3c(c2c2nncn12)CCCC3	i
COCCn1c(C)cc(-c2csc(N)n2)c1C	i
Cc1cc(O)c(C(=O)/C=C/c2cc(C(=O)O)cc3c2OCOC3)cc1C	i
O=c1oc2ccc(Br)cc2cc1-c1ccc(S(=O)(=O)N2CCOCC2)s1	i
CC1(C)Oc2ccccc2C2CC(c3ccccc3)=NN21 (stereo not drawn)	i
O=C1CSC(=S)N1/N=C/c1cc(Br)c(O)c(Br)c1	i
C(=C(c1nc2ccccc2s1)c1nc2ccccc2s1)c1ccc2c(c1)OCO2	i
CC1=C(c2ccc(Cl)cc2)[N+](=O)C(C)(c2ccc(Br)cc2)N1[O-] (stereo not drawn)	i
CCOC(=O)c1cc2c(=O)n3cccc(C)c3nc2n(CC(C)C)c1=N	i
Cc1cccn2c(=O)c3cc(C(=O)N(C(C)C)C(C)C)sc3nc12	i
CN=c1scc(-c2ccc(F)cc2)n1/N=C/c1ccc2c(c1)OCO2	i
CCn1c(O)c(C=NCCNC(C)=O)c(=O)n(CC)c1=S	i
O=c1oc2ccccc2n1CN1CCCCC1c1nc2ccccc2s1 (stereo not drawn)	i
O=C1OC(c2ccccc2)=N/C1=C/c1ccccc1	i
O=C(CSc1nnnn1C1CCCC1)N1CCNC1=O	i
Oc1cc2c(cc1CN1CCN(C(c3ccccc3)c3ccccc3)CC1)oc1ccccc12	i
Cc1cc(NC(=O)C(F)(F)C2(F)OC(F)(F)C(F)(F)C2(F)F)no1 (stereo not drawn)	i
COc1ccc(Cl)cc1-c1nc(SCc2nnc(-c3cc(OC)c(OC)c(OC)c3)o2)n[nH]1	i
O=C(COC(=O)CCNC(=O)NC12CC3CC(CC(C3)C1)C2)NCC(F)(F)F	i
O=[N+]([O-])c1ccc(NN=C2CCCCC2)c(S(=O)(=O)N2CCOCC2)c1	i
O=C1OCCC1Sc1ncc(C(F)(F)F)cc1Cl (stereo not drawn)	i
NC1=C(c2nc3ccccc3s2)CC(c2ccccc2)O1 (stereo not drawn)	i
Cc1ccc(-c2nc(-c3ccc(C(C)(C)C)cc3)c(C)s2)cc1	i
CC(C)C1Oc2ccccc2C2CC(c3ccccc3)=NN21 (stereo not drawn)	i
Cc1nc(SCc2csc(C)n2)c2c3c(sc2n1)CCC3	i
CCCCN=c1scc(C)n1/N=C/c1ccc(O)c(O)c1O	i
c1coc(-c2cc(-c3nc4ccccc4s3)c3ccccc3n2)c1	i
COc1cc(NC(=S)Nc2ccc(OC(F)F)cc2)cc(OC)c1	i
O=C(O)CCNS(=O)(=O)c1cccs1	i
COCCNC(=S)N=Nc1c(O)[nH]c2c(C)cc(C)cc12	i

# Part of the list above in another layout:
SMILES: COCCNC(=S)N=Nc1c(O)[nH]c2c(C)cc(C)cc12
  PL biosyn Enam: i

SMILES: c1coc(-c2cc(-c3nc4ccccc4s3)c3ccccc3n2)c1
  PL biosyn Enam: i

SMILES: Cc1cc(NC(=O)C(F)(F)C2(F)OC(F)(F)C(F)(F)C2(F)F)no1 (stereo not drawn)
  PL biosyn Enam: i

# Carrying on:
compound	PL biosyn Enam
O=C(CCN1C(=O)NC2(CCCC2)C1=O)NC1=NCCS1	i
NC(=O)NC(=O)/C(=C(/[S-])NC(=O)c1ccccc1)[P+](c1ccccc1)(c1ccccc1)c1ccccc1	i
Nc1c(C(=O)CSc2ccccn2)c(=O)[nH]c(=O)n1C1CC1	i
Cc1ccccc1-c1n[nH]c(=S)o1	i
CCN(CC)S(=O)(=O)c1ccc(/C(C)=N/OCc2cc(C)ccc2C)cc1	i
O=C(CCC1CCCC1)Nc1ccc2c(c1)OC1(CCCC1)O2	i
O=C(CSc1nnnn1C1CC1)N1CCC2CCCCC2C1 (stereo not drawn)	i
COc1cc(OC)c(C2SCCN2S(=O)(=O)c2ccc3ccccc3c2)cc1OC (stereo not drawn)	i
O=c1[nH]c(=S)[nH]c(O)c1C=NCC1CCCCC1	i
CC1SCCN1S(=O)(=O)c1ccc(I)cc1 (stereo not drawn)	i
O=c1cc(CO)oc(CN2CCCCC2)c1O	i
Brc1cc2c(cc1-c1nc3ccccc3s1)OCO2	i
O=C1CCCN1Cc1n[nH]c(=S)o1	i
CCc1nnc(NC(=O)CC2CC3CCC2C3)s1 (stereo not drawn)	i
Cn1c(=O)c2c(ncn2C2CCOC2=O)n(C)c1=O (stereo not drawn)	i
O=P(c1ccccc1)(c1nc2ccccc2s1)N1CCCCC1 (stereo not drawn)	i
Cc1cc(C(=O)CSc2nnc(NC3CC3)s2)c(C)n1C	i
Cc1nnc(NC(=O)CCN2C(=O)NC(C)(C)C2=O)s1	i
Clc1ccc(C2=Nc3nc(-c4ccccc4)cn3C(c3ccccc3)C2)cc1 (stereo not drawn)	i
Oc1c(C(c2ccccn2)N2CCCC2)ccc2cccnc12 (stereo not drawn)	i
Cc1cc(CSc2nnc(-c3ccoc3C)o2)no1	i
O=C(C(C(=O)N1CCOCC1)C12CC3CC(CC(C3)C1)C2)N1CCOCC1	i
O=C(CN1CSCC1=O)Nc1nc(-c2ccco2)c(-c2ccco2)s1	i
CC1=NN(c2ccccc2)C(=S)/C1=C\N1CCCCC1	i
c1coc(-c2nnc(CSc3nnc(NC4CC4)s3)o2)c1	i
CN1/C(=C\C=N\NC2=NCCCCC2)C(C)(C)c2ccccc21	i
CN1CCCN(c2nc(CSc3ccc(Cl)cc3)nc3sc4c(c23)CCC4)CC1	i
CCN(CC)c1ccc2c(c1)OC(=O)N(c1ccc(Cl)c(Cl)c1)P2(=Nc1ccc([N+](=O)[O-])cc1)N(CC)CC (stereo not drawn)	i
COC(=O)C(C)OC(=O)CSc1ncnc2sccc12 (stereo not drawn)	i
C=CCn1c(=S)[nH]c2sc(CC)cc2c1=O	i

# Six compounds out of the list, ordered by molecular weight, ascending.
compound	PL biosyn Enam
CN1/C(=C\C=N\NC2=NCCCCC2)C(C)(C)c2ccccc21	i
COC(=O)C(C)OC(=O)CSc1ncnc2sccc12 (stereo not drawn)	i
c1coc(-c2nnc(CSc3nnc(NC4CC4)s3)o2)c1	i
O=C(C(C(=O)N1CCOCC1)C12CC3CC(CC(C3)C1)C2)N1CCOCC1	i
CN1CCCN(c2nc(CSc3ccc(Cl)cc3)nc3sc4c(c23)CCC4)CC1	i
CCN(CC)c1ccc2c(c1)OC(=O)N(c1ccc(Cl)c(Cl)c1)P2(=Nc1ccc([N+](=O)[O-])cc1)N(CC)CC (stereo not drawn)	i

# (listing goes on)
compound	PL biosyn Enam
S=C1NC2=C(CCC/C2=C\c2ccc(Cl)cc2)C(c2ccc(Cl)cc2)N1 (stereo not drawn)	i
Oc1[nH]c2ccc(Br)cc2c1N=Nc1ccc2ccccc2n1	i
CCCN(CCC)C(=O)c1cc2c(=O)n3ccccc3nc2n1C	i
CCOC(=O)C1=C(CSc2nnc(SCC)s2)NC(=O)NC1CC (stereo not drawn)	i
Fc1ccc(C2C=C(c3ccccc3)Nc3nnnn32)cc1 (stereo not drawn)	i
O=c1[nH]c(O)c(C=NCC2CCCCC2)c(=O)[nH]1	i
O=C(/C=C/c1ccco1)NC1CCCC1	i
CN(C)C(=O)CN1c2cccc3cccc(c23)S1(=O)=O	i
O=[N+]([O-])c1ccccc1Sc1cccc2cccnc12	i
CCN(CC)C(=O)C12CCC(C)(C(=O)O1)C2(C)C (stereo not drawn)	i
CSc1nnc(-c2ccncc2)n1C	i
c1ccc(-n2nnnc2CSc2nnc(C3CC3)n2-c2ccccc2)cc1	i
CSc1ccc(/C=C/c2nc(N)nc(-c3ccccc3O)n2)cc1	i
CC12CCC(CN(CC(O)Cn3c4ccc(Cl)cc4c4cc(Cl)ccc43)C1)C2(C)C (stereo not drawn)	i
CCOC(=O)C1=C(C)N=c2s/c(=C\c3ccc(C)o3)c(=O)n2C1c1cccs1 (stereo not drawn)	i
Cc1nc(N2CCCCCC2)c2c3c(sc2n1)CC(C)CC3 (stereo not drawn)	i
COc1ccc(/C=C2\N=C(c3ccc(OC)c(OC)c3)OC2=O)cc1	i
Cc1ccc(C2=CC(C)(c3ccc(C)cc3)Nc3nc(C(F)(F)F)nn32)cc1 (stereo not drawn)	i
Cc1nc(SCC(=O)N(C2CCCCC2)C2CCS(=O)(=O)C2)c2c(C)c(C)sc2n1 (stereo not drawn)	i
O=C(Nc1nnc(C2CC2)s1)c1cc2c(s1)CCCCC2	i
CCc1nnc(NC(=O)CN(CC)CC)s1	i
Cc1csc(=Nc2ccc(Cl)c(Cl)c2)n1/N=C/c1ccccn1	i
Cn1c(SCC(=O)N2CCCC2)nnc1-c1ccco1	i
O=S(=O)(/C=C/c1ccc(Cl)cc1)N1CCCC1c1ccc2c(c1)OCCO2 (stereo not drawn)	i
Cc1nn(-c2ccccc2)c2c1P(=O)(N1CCCC1)/C(=C1/N(C)c3ccccc3C1(C)C)C=N2 (stereo not drawn)	i
O=[N+]([O-])c1ccc(N/N=C/c2ccc(-n3nncc3C34CC5CC(CC(C5)C3)C4)cc2)cc1	+
NC1=NC(=O)/C(=C\c2ccc3c(c2)OCO3)S1	i
Cc1c(C(=O)OC(C)C(N)=O)sc2nc3n(c(=O)c12)CCC3 (stereo not drawn)	i
CC(C)N=C1NN=C(c2cc3ccccc3o2)CS1	i
Cc1ccc2nc(COC(=O)c3cnccn3)cc(=O)n2c1	i
Cc1csc(=O)n1CC(=O)NC1CCC(C)CC1 (stereo not drawn)	i
Nc1ccc(S(=O)(=O)N2CCCC2)cc1	i
Cc1cc(C)c2[nH]c(O)c(N=Nc3ccccn3)c2c1	+
O=[N+]([O-])c1ccc(-n2ccnc2)nc1-n1ccnc1	i
O=C1C(=C2SCCCS2)CCCC12CC2c1ccccc1 (stereo not drawn)	i
S=C(N/N=C/C1CC=CCC1)NC1CCCCC1 (stereo not drawn)	i
O=C(NNC(=S)NC1CC2CCC1C2)C(=O)NNC(=S)NC1CC2CCC1C2 (stereo not drawn)	i
Nc1c(S(=O)(=O)c2ccccc2)c2nc3ccccc3nc2n1CCO	i
CCN(CC)CC[n+]1c(C)cc(C=C2Sc3ccccc3N2C)cc1C	i
CCCn1c2ccccc2c2nc3cc(OC(C)C)c(OC(C)C)cc3nc21	i

# Nothing new here: an excerpt of the list.
compound	PL biosyn Enam
Cc1csc(=O)n1CC(=O)NC1CCC(C)CC1 (stereo not drawn)	i
Nc1ccc(S(=O)(=O)N2CCCC2)cc1	i

# The list continues:
compound	PL biosyn Enam
O=[N+]([O-])c1ccccc1SNc1c(Cl)cc(Cl)cc1Cl	i
CCCCN(S(=O)(=O)c1ccc2c(c1)OCCO2)S(=O)(=O)c1ccc(Br)s1	i
OC(c1nc2ccccc2s1)(c1c(-c2ccccc2)nc2sccn12)C(F)(F)F (stereo not drawn)	i
CC1CCC(C(C)C)C(OCC(O)CN2CC(C)OC(C)C2)C1 (stereo not drawn)	i
Cc1nnc2c3c4c(sc3nc(C)n12)CCC4	i
COc1ccc(C2SCc3cc(C)c(C)cc3CS2)cc1	i
NCc1cn2ccccc2n1	i
CC(=O)N1CCNC1=S	i
CNC(=S)N1c2ccccc2CC1C (stereo not drawn)	i
CC1CC(C)CN(C(=O)CN2C(=O)NC3(CCCCCC3)C2=O)C1 (stereo not drawn)	i
c1coc(C2Nc3ccccc3-c3nc4ccccc4n32)c1 (stereo not drawn)	i
Cn1c(=O)c2c(ncn2CC(=O)OCC(=O)c2ccc[nH]2)n(C)c1=O	i
O=S(=O)(NCc1ccco1)c1cccs1	i
NS(=O)(=O)c1ccc(N/N=C/c2ccco2)c([N+](=O)[O-])c1	i
CC(OC(=O)c1cc(=O)c2cc(F)ccc2o1)C(=O)Nc1ccnn1C(C)C (stereo not drawn)	i
Cc1cc(-n2c(C)cc(C(=O)CSc3nnnn3C3CC3)c2C)no1	i
CCCc1cc(=O)[nH]c(SCC(=O)C(C)(C)C)n1	i
Cc1cc(-n2c(C)cc(C(=O)CSc3n[nH]c(-c4cccs4)n3)c2C)no1	i
CCCS(=O)(=O)NC(C)C(=O)O (stereo not drawn)	i
COc1ccc(/C=C2/C(=O)NN=C2N)cc1	i
CCN(CC)CCNC1CCS(=O)(=O)C1 (stereo not drawn)	i
Cc1sc2nc(CN3CCCC3)nc(NC(C)C)c2c1C	i
CC(Sc1nnc(NC2CC2)s1)C(=O)N1CCNC1=O (stereo not drawn)	i
Cc1cc(C)c(S(=O)(=O)NCc2nnc3nc(C)cc(C)n23)c(C)c1	i
CCOC(=O)/C=C(\O)C(=O)OCC	i
CN(C)C=Nc1cnn(-c2ccccc2)c(=O)c1Cl	i
CSc1nnnn1-c1ccccc1	i
O=C(CN1C(=O)C2C3C=CC(C3)C2C1=O)Nc1nccs1 (stereo not drawn)	i
CCNC(=O)COC(=O)C1C(C(=O)OCC)=C(C)NC(C)=C1C(=O)OCC	i
S=c1nc(COc2ccc(Cl)cc2)[nH][nH]1	i
CC(C(=O)O)N1C(=O)C2CCCCC2C1=O (stereo not drawn)	i
CCCCN(C1CCS(=O)(=O)C1)S(=O)(=O)c1ccc(Br)cc1 (stereo not drawn)	i
CCC(C)NS(=O)(=O)c1ccc2c(c1)OCCCO2 (stereo not drawn)	i
C#CCSc1nnc(-c2sc3ccccc3c2Cl)o1	i
O=C1C(=Cc2ccc(N3CCOCC3)o2)C(=O)c2ccccc21	i
S=C(NCCC1=CCCCC1)NC1CC2CCC1C2 (stereo not drawn)	i
CCN(CC)S(=O)(=O)c1ccc2c(c1)OCCO2	i
O=c1nccc(C(F)(F)F)[nH]1	i
O=c1cc(CO)oc(CN2CCN(CCO)CC2)c1O	i
CCC(/C=N/Nc1nc(C)cc(C)n1)CC	i
CCN(CC)C(=O)CSc1ncnc2sc3c(c12)CCC3	i
